Rac1 GTP hydrolysis = MgcRacGAP GTPase-activating activity inhibitors, confirmation, biochemical, ADP Hunter fluorescence. MgcRacGAP-stimulated Rac1 GTP hydrolysis, ADP Hunter fluorescence; higher % means a stronger effect; GST-tagged Rac1 F28L mutant substrate. Rac GTPase-activating protein 1 (Homo sapiens). hit rate 0.6% among 340,000. inhibition, % at 30 µM, or IC50 in µM where a hit was titrated;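 active means first-screen hits whose inhibition reached a set limit at any dose in the follow-up dose series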;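 further: fluorescence reports GDP produced by GAP-driven GTP hydrolysis; strong numbers were not always called active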
NS5 inhibitors = Dengue-2 NS5 methyltransferase inhibitors, primary screen, biochemical, confirmation dose response (AID 588689); hit rate 0.3% among 340,000; Dengue-2 NS5 methyltransferase capping enzyme assay, biochemical; higher % means a stronger effect; one-dose inhibition, % at 25 µM; IC50 in µM for titrated hits; Genome polyprotein (Dengue virus type 2 (strain 16681-PDK53)); in the data active means a potency from the dose series
NS5 inhibitors pilot replicate = second read-out of NS5 inhibitors, no call of its own (marks repeat the call); inhibition, %; measured here: pilot screen replicate inhibition
* = called active by the depositor. The list is partial; the hit share may differ from the screen's.

SMILES	Rac1 GTP hydrolysis	NS5 inhibitors	others
O=C(COc1ccc(S(=O)(=O)N2CCOCC2)cc1)NCCc1ccc(Cl)cc1	-0.2%	2.9%
CN(C)CCC1(C2=CCCC2)CC/C(=C/c2ccc(Cl)cc2)C1=O (stereo not drawn)	8.2%	-7.7%
COc1cc(/C=C/C(=O)OCC(=O)Nc2ccc3c(c2)OCO3)ccc1O	48.2µM*	-5.1%
CCOC(=O)Nc1cc(N)ncn1	-0.4%	4.8%
O=C(Cn1nc(C(=O)O)c2ccccc2c1=O)Nc1ccc(Cl)c(S(=O)(=O)N2CCOCC2)c1	1.4%	1.6%
Cc1ccc(NC(=O)COC(=O)CCc2c(C)nc3ncnn3c2C)cc1C	3.0%	7.2%
Cc1cc(S(=O)(=O)N2CCN(CC(=O)N(C)Cc3ccccc3)CC2)ccc1Br	7.0%	-5.8%
O=C(NCCOc1ccccc1)[C@@H]1CCCN1C(=O)c1cccs1	-1.1%	-6.2%
O=C(Nc1ccccc1N1CCOCC1)c1cccc2ccccc12	10.1%	1.1%
CC(=O)Nc1ccc(C(=O)CN2C(=O)NC3(CCCc4ccccc43)C2=O)c(F)c1 (stereo not drawn)	8.8%	0.8%
COc1ccc(OCC(=O)Nc2ccc3c(c2)nc(CCN2CCN(c4ccccn4)CC2)n3C)cc1	17.3%	-2.2%
CC(C)NC(=O)N(C)C[C@H]1Oc2c(NC(=O)Nc3ccc(C(F)(F)F)cc3)cccc2C(=O)N([C@H](C)CO)C[C@@H]1C	6.9%	-5.6%
O=C1CCN(Cc2ccccc2)C(=O)N1	0.1%	-2.3%
COc1ccc([N+](=O)[O-])cc1NC(=O)COC(=O)C12CC3CC(CC(O)(C3)C1)C2	10.7%	2.2%
O=C(CNC(=O)c1ccco1)OCc1ccccc1F	2.9%	0.0%
Cc1cn(C2CCCCO2)c(=O)nc1NO (stereo not drawn)	4.5%	-8.9%
CSCC[C@H](NC(=O)c1cccc(S(=O)(=O)N2CCN(C)CC2)c1)c1nc2ccccc2[nH]1	-1.8%	-0.8%
Cc1cc(NC(=O)NC(=O)c2ccccc2NC(=O)CN)ccc1Oc1ncc(Br)cn1	8.7%	-12.0%
COc1ccc(NC(=O)N(C)[C@H]2C[C@H]3c4[nH]c5ccccc5c4CCN3C(=O)[C@H]2CO)cc1	9.3%	0.0%
Cc1cnc(NC(=O)C2C(=O)c3ccccc3S(=O)(=O)N2C)s1 (stereo not drawn)	6.1%	2.2%
CC[C@]12c3[nH]c4ccc(Cl)cc4c3CCN1C(=O)[C@@H](CC(=O)NCCN1CCOCC1)C[C@@H]2C(=O)N1CCN(C(=O)C2CC2)CC1	3.5%	-2.0%	NS5 inhibitors pilot replicate=-0.3
O=C(Nc1cc(F)ccc1F)c1ccc2c(=O)n3c(nc2c1)CCC3	17.6%	-2.8%
CCOc1ncccc1C(=O)OCC(=O)N1CCC(C)CC1	-1.9%	-9.9%
Nc1ncnn1Cc1ccccc1	6.3%	-7.5%
CCOc1ccccc1N1CC(C(=O)NC2CCCCCC2)CC1=O (stereo not drawn)	1.6%	-9.6%
COCCN(CC(=O)Nc1cccc(C)c1C)C(=O)c1oc2ccccc2c1C	-0.4%	-0.8%
COc1ccc2[nH]c3c(c2c1)CCN1C(=O)C(CC(=O)NCCCn2ccnc2)C[C@H](C(=O)N2CCOCC2)[C@@]31C (stereo partly drawn)	6.1%	-5.0%	NS5 inhibitors pilot replicate=-0.9
COC(=O)[C@@]1(Cc2ccccc2)[C@H]2C(=O)N(Cc3ccccc3)C(=O)[C@H]2[C@H]2CN=C(SCC(=O)c3ccccc3)N21	12.8%	-4.6%	NS5 inhibitors pilot replicate=-4.3
Cc1c(NC(=O)COC(=O)c2ccc(Cl)nc2)c(=O)n(-c2ccccc2)n1C	4.7%	0.0%
CC[C@]12c3[nH]c4cc(-c5ccco5)ccc4c3CCN1C(=O)[C@@H](CC(=O)NCc1ccco1)C[C@@H]2C(=O)N1CCN(C(=O)C2CC2)CC1	9.2%	-7.2%

An excerpt of the results above, as a working copy:
SMILES	Rac1 GTP hydrolysis	NS5 inhibitors	others
Cc1cn(C2CCCCO2)c(=O)nc1NO (stereo not drawn)	4.5%	-8.9%
CSCC[C@H](NC(=O)c1cccc(S(=O)(=O)N2CCN(C)CC2)c1)c1nc2ccccc2[nH]1	-1.8%	-0.8%

Next part
SMILES	Rac1 GTP hydrolysis	NS5 inhibitors	others
O=C(Nc1cccc(-c2ccc(N3CCOCC3)nn2)c1)c1cccc(Cl)c1	6.1%	0.0%
COc1ccc(CC(=O)Nc2cccc(S(=O)(=O)N3CCCC3)c2)cc1OC	1.3%	-7.1%
CN(C(=O)COc1ncnc2ccccc12)C1CCCCC1	-0.1%	-3.0%
C/C(N)=C(/C#N)C(=O)COC(=O)C1CCN(S(=O)(=O)c2cccs2)CC1	-1.7%	0.8%
CCN(CC(=O)NCc1cccs1)C(=O)/C=C/c1cc(OC)c(OC)c(OC)c1	11.5%	-2.2%
c1nnc(NCNc2nncs2)s1	11.7%	-2.3%
CCCC1CC(=O)NC1(C(=O)OCC)C(=O)OCC (stereo not drawn)	2.0%	-4.7%
C=CC(=O)Nc1cccc(Oc2ccnc3[nH]ccc23)c1	2.4%	-11.4%
O=C(C[C@H]1C/C=C\C[C@@H](Cc2ccc(F)cc2)C(=O)OC[C@@H]2CCCN2C1=O)NCCO	5.1%	-8.0%
C#CCN(C[C@@H]1[C@@H](OC(=O)NCc2ccc(OC)c(OC)c2)[C@@H](OC(=O)NCc2ccc(OC)c(OC)c2)CN(C(=O)OC(C)C)N1C(=O)OC(C)C)S(=O)(=O)c1ccc(C)cc1	12.5%	-8.8%
CCC[C@H]1CN(c2ccc(OC)cc2)C(=O)[C@@H]1CC(=O)Nc1ccccc1	14.3%	-1.7%
COc1ccc(OC)c(CCNC(=O)Cc2ccc(NC(=O)C3=C(C)OCCS3)cc2)c1	1.4%	11.4%
CN(C)C(=O)CSc1nc2cc(S(=O)(=O)N3CCOCC3)ccc2o1	4.8%	-7.8%
CCOC(=O)N1C(=O)NC(=O)C1c1ccc(Cl)cc1 (stereo not drawn)	-0.2%	-1.2%
Clc1nc(NC2CCCCC2)c2cn[nH]c2n1	1.7%	1.6%
CC1=C(C(=O)N(C)C)CC(CC(=O)NCCc2ccccn2)C(=O)N1Cc1ccc(C(C)(C)C)cc1 (stereo not drawn)	14.8%	-1.1%
Cc1ccc(NC(=S)NNC(=S)Nc2ccc(C)cc2)cc1	13.8%	-1.6%
CC(=NNC(=S)N1CC2CCC(CC2)C1)c1ccccn1	5.1%	2.9%
COc1ccc(N(CC(=O)NC2CC3CCC2C3)S(=O)(=O)c2ccc(C)cc2)cc1Cl (stereo not drawn)	13.2%	0.6%
O=C(COC(=O)C1(c2ccccc2F)CCCC1)N1CCNC1=O	1.9%	-5.8%
CCSC1C(=O)N(C)C(SCC)C(=O)N1C (stereo not drawn)	-13.8%	-2.9%
O=S(=O)(Nc1cccc(S(=O)(=O)N2CCCCC2)c1)c1ccc(Cl)s1	-2.8%	5.1%
COc1ccccc1N1CC(C(=O)OCC(=O)c2c(N)n(C)c(=O)n(C)c2=O)CC1=O (stereo not drawn)	14.6%	8.8%
COc1ccc(NC(=O)CN(C)CC(=O)NCC2CCCCC2)cc1	3.6%	-0.7%
O=C(CN1CCN(CC(=O)c2ccccc2)CC1)c1ccccc1	1.8%	-3.9%
CCOC(=O)C1=C(COC(=O)COc2ccccc2C(C)C)NC(=O)NC1C (stereo not drawn)	7.9%	-9.4%
CC(C)[C@H](NS(=O)(=O)c1ccccc1F)C(=O)OCC(=O)Nc1cccc(S(N)(=O)=O)c1	14.6%	7.2%
O=C(COc1ncnc2sccc12)NC1CCCCC1	2.9%	-7.3%
CC1CCCCC1NC(=O)CCCN1C(=O)c2ccccc2C1=O (stereo not drawn)	-1.5%	5.9%

Compounds shown so far with an aryl methoxy group (13):
SMILES	Rac1 GTP hydrolysis	NS5 inhibitors	others
COc1cc(/C=C/C(=O)OCC(=O)Nc2ccc3c(c2)OCO3)ccc1O	48.2µM*	-5.1%
COc1ccc(OCC(=O)Nc2ccc3c(c2)nc(CCN2CCN(c4ccccn4)CC2)n3C)cc1	17.3%	-2.2%
COc1ccc([N+](=O)[O-])cc1NC(=O)COC(=O)C12CC3CC(CC(O)(C3)C1)C2	10.7%	2.2%
COc1ccc(NC(=O)N(C)[C@H]2C[C@H]3c4[nH]c5ccccc5c4CCN3C(=O)[C@H]2CO)cc1	9.3%	0.0%
COc1ccc2[nH]c3c(c2c1)CCN1C(=O)C(CC(=O)NCCCn2ccnc2)C[C@H](C(=O)N2CCOCC2)[C@@]31C (stereo partly drawn)	6.1%	-5.0%	NS5 inhibitors pilot replicate=-0.9
COc1ccc(CC(=O)Nc2cccc(S(=O)(=O)N3CCCC3)c2)cc1OC	1.3%	-7.1%
CCN(CC(=O)NCc1cccs1)C(=O)/C=C/c1cc(OC)c(OC)c(OC)c1	11.5%	-2.2%
C#CCN(C[C@@H]1[C@@H](OC(=O)NCc2ccc(OC)c(OC)c2)[C@@H](OC(=O)NCc2ccc(OC)c(OC)c2)CN(C(=O)OC(C)C)N1C(=O)OC(C)C)S(=O)(=O)c1ccc(C)cc1	12.5%	-8.8%
CCC[C@H]1CN(c2ccc(OC)cc2)C(=O)[C@@H]1CC(=O)Nc1ccccc1	14.3%	-1.7%
COc1ccc(OC)c(CCNC(=O)Cc2ccc(NC(=O)C3=C(C)OCCS3)cc2)c1	1.4%	11.4%
COc1ccc(N(CC(=O)NC2CC3CCC2C3)S(=O)(=O)c2ccc(C)cc2)cc1Cl (stereo not drawn)	13.2%	0.6%
COc1ccccc1N1CC(C(=O)OCC(=O)c2c(N)n(C)c(=O)n(C)c2=O)CC1=O (stereo not drawn)	14.6%	8.8%
COc1ccc(NC(=O)CN(C)CC(=O)NCC2CCCCC2)cc1	3.6%	-0.7%

Screening results from PubChem.
